NadD inh – NadD (S. aureus) enzyme inhibition. purified NadD enzyme, colorimetric absorbance read-out. inhibition, % at 20 µM. actives 0.78% (n = 360,000); in the data active = inhibition above about 26%; also: some compounds past the cut are filed as inactive
LMPTP block – LMPTP (human) inhibition; inhibition, % at 20 µM; recombinant LMPTP-A, OMFP fluorogenic substrate, fluorescence intensity; actives 0.22% (n = 360,000); AID 651560; P24666;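 active = compounds that cut the enzyme signal by at least half of the control window in the single-dose screen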;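 also: plate controls were DMSO wells with enzyme plus substrate for no effect and substrate without enzyme for full effect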
Target sequence (P24666 whole entry, looked up): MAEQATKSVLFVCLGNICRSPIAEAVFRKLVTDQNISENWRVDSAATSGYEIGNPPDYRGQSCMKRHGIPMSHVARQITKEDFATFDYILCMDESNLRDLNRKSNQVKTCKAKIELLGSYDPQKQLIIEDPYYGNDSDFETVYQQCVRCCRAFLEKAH
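Test system: LMPTP-A phosphatase enzyme; input: 0.625 nM LMPTP-A final; reagent: OMFP substrate, 400 µM final; compound dosing: 20 µM single dose, 3% DMSO; incubation: 50 min dark incubation at room temperature; measured by: endpoint fluorescence intensity from OMFP dephosphorylation; measure: % inhibition relative to no-enzyme and uninhibited control wells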
MLLE-PAM2 inh – inhibitors of microRNA-mediated deadenylation, human PABP1 MLLE binding. P11940. GST-MLLE / FITC-PAM2 fluorescence polarization. inhibition, % at 20 µM. actives 0.36% (n = 360,000); in the data active = inhibition above about 35%, passing the limit was not always enough;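 also: plate controls were DMSO wells with GST-MLLE for no effect and wells lacking GST-MLLE protein for full effect; some results filed as inactive read as strong as hits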
CSN inh – blocks human CSN-mediated cullin deneddylation | Q92905 | actives 0.38% (n = 360,000) | AID 651999 | Purified CSN, SCF-Nedd8-OG deneddylation, fluorescence polarization | inhibition, % at 12.5 µM;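 active = pattern-corrected inhibition above about 35%, with an unprinted fluorescence ratio check between 0.5 and 1.5, limit read from the data, passing the limit was not always enough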;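 also: 0% = enzyme with substrate and 100% = substrate without enzyme; some results filed as inactive read as strong as hits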
Target sequence (Q92905 whole entry, looked up, one chain of several): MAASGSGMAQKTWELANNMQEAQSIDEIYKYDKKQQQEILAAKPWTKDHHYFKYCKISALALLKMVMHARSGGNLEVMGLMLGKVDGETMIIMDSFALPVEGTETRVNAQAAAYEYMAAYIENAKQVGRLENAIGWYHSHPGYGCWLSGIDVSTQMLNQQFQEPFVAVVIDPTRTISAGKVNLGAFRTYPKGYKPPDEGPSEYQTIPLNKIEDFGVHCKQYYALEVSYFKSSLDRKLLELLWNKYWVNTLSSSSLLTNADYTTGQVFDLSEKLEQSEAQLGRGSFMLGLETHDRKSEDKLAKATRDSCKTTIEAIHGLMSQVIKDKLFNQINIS
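Assay system: purified human Csn5 enzyme expressed in HEK293T cells; Input: 0.24 nM Csn5 enzyme, final concentration; Reagent: 10 nM SCFSkp2-Nedd8OG; Compound dosing: 12.5 µM single point; Times: reaction 90 min, room temperature; Technique: fluorescence polarization readout.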
DNMT1 inh – blocks human DNA methyltransferase DNMT1; inhibition (reported as % activation of signal), % at 10 µM; DNMT1 molecular beacon, Hinp1I cleavage, fluorescence; P26358; actives 0.83% (n = 360,000); in the data active = inhibition above about 50%
Scp1 inh – blocks human Scp-1 phosphatase activity; Q9GZU7; Recombinant Scp1, phosphopeptide, malachite green phosphate absorbance; inhibition, % at 20 µM; actives 0.88% (n = 340,000); AID 493091;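 active = inhibition above about 50% at 20 µM, limit read from the data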;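 also: plate controls were DMSO wells with enzyme for no effect and wells lacking enzyme for full effect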
Target sequence (Q9GZU7 76-261 limits assumed): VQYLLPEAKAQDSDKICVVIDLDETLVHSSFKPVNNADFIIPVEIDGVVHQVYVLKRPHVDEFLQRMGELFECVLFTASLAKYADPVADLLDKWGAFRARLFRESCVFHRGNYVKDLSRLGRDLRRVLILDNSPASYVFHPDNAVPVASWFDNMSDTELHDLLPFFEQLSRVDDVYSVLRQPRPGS
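Test system: SCP-1 catalytic domain; Buffer or medium: Acidic Tris acetate buffer with magnesium and detergent; Also added: Phosphorylated 17-residue peptide substrate; Compound: single 20 µM dose, 1% DMSO; Schedule: enzyme reaction 45 min at room temperature, colour 5 min, stabilisation 30 min; Signal: Phosphate-binding colour reagent, absorbance read at 630 nm.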
SUMO1 PPI mod – modulators of human SUMO1-mediated protein-protein interactions | SUMO1 binding to a labelled peptide, TR-FRET, 1 h | AID 602429 | P63165 | inhibition, % at 20 µM | actives 0.33% (n = 360,000); in the data active = inhibition above about 37%
Rpn11 inh – Rpn11 (human) deubiquitinase inhibition | calls only at 20 µM | human 26S proteasome, Ub4-pepOG fluorescence polarization; 20S core pre-blocked with epoxomicin | actives 0.59% (n = 360,000) | AID 588493;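 active = inhibition at 20 µM, scaled to each plate's controls, above about 33%, limit read from the data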
Target sequence (O00487 whole entry, looked up): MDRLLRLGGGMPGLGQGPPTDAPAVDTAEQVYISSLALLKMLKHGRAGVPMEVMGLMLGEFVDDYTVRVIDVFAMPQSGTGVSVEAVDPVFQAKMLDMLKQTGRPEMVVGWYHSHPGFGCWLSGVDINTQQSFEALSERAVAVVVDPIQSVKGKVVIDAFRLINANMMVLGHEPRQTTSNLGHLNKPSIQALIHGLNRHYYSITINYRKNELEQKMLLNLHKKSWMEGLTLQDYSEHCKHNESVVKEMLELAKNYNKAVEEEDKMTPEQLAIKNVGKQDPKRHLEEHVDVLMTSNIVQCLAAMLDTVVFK
TbMetRS inhib – blocks T. brucei methionyl-tRNA synthetase activity | purified T. brucei MetRS, ATP depletion, Kinase-Glo luminescence | inhibition, % at 11.9 µM | actives 0.4% (n = 360,000) | AID 624268;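 active = inhibition above a per-plate cutoff of the control wells' mean inhibition plus 3 SD, cut at about 5.5% in these data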;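 also: 0% = DMSO wells median and 100% = median of wells with control inhibitor compound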
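technique = Kinase-Glo luminescence, ATP depletion format | system = purified MetRS (methionyl-tRNA synthetase) enzyme from Trypanosoma brucei | timing = 15 min preincubation, 2 h reaction, all 25 °C | evaluation = percent inhibition versus plate control medians | dosing = single dose, 11.9 µM final nominal, 0.9% final DMSO | also added = substrates ATP, L-methionine and bulk Escherichia coli tRNA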
STEP block – blocks human striatal-enriched tyrosine phosphatase; recombinant STEP, OMFP fluorogenic substrate, fluorescence; inhibition, % at 20 µM; P54829; actives 0.25% (n = 360,000);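 active = inhibition at 20 µM, scaled per plate between control wells, above about 37%, limit read from the data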;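 also: 0% = DMSO with enzyme and substrate and 100% = substrate only without enzyme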
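Also added – OMFP at 25 µM · Test system – STEP tyrosine phosphatase · Technique – FITC-channel fluorescence of OMFP product · Schedule – 20 min at room temperature, dark · Evaluation – control-normalized % inhibition with plate pattern correction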
Starred values were filed as active, the others as inactive; i = inactive; x = not tested or not shown; + = active, no number.

1. Cc1ccc(C)c(NC(=O)CN(C)C(=O)c2ccccc2OCc2c(C)noc2C)c1
2. O=C(Cn1c(=S)[nH]c2ccccc2c1=O)N1CCN(c2ccccc2)CC1
3. CC(C)NC(=O)/C(=N\O)c1ccccc1
4. CC1CCCN(C2(O)C(=O)Nc3c(C(F)(F)F)cccc32)C1 (stereo not drawn)
5. CC1=CC(C)C(=O)N(CCN2CCOCC2)C(C)=C1 (stereo not drawn)
6. C=CCNC(=O)/C(C#N)=C/c1c(N2CCN(c3ccccc3)CC2)nc2c(C)cccn2c1=O
7. COc1cc(C(=O)NC(=S)Nc2ccc(NC(=O)c3ccco3)cc2)cc(OC)c1OC
8. Cc1c(NCc2ccccc2O)c(=O)n(-c2ccccc2)n1C

assay / entry	1	2	3	4	5	6	7	8
NadD inh	-1	-4	-1	-4	-3	1	1	0
LMPTP block	-0.7	0.7	-2.1	0.2	-0.9	0.1	-0.8	-1.0
MLLE-PAM2 inh	13	-111	-4	13	-1	-9	36*	-8
CSN inh	0	1	-6	0	5	-1	-3	-1
DNMT1 inh	4	-1	-1	1	-2	1	-8	-1
Scp1 inh	-2	-2	-5	-4	x	-12	-1	-16
SUMO1 PPI mod	-1	2	2	-8	4	-21	3	-10
Rpn11 inh	i	i	i	i	i	i	i	i
TbMetRS inhib	-0.3	-1.0	-0.6	-0.6	-0.2	-0.2	-0.8	-0.4
STEP block	0	10	-1	0	2	-2	-2	1

4 structures from above, arranged by count of non-hydrogen atoms, largest number first:
6. C=CCNC(=O)/C(C#N)=C/c1c(N2CCN(c3ccccc3)CC2)nc2c(C)cccn2c1=O
7. COc1cc(C(=O)NC(=S)Nc2ccc(NC(=O)c3ccco3)cc2)cc(OC)c1OC
2. O=C(Cn1c(=S)[nH]c2ccccc2c1=O)N1CCN(c2ccccc2)CC1
4. CC1CCCN(C2(O)C(=O)Nc3c(C(F)(F)F)cccc32)C1 (stereo not drawn)

assay / entry	6	7	2	4
NadD inh	1	1	-4	-4
LMPTP block	0.1	-0.8	0.7	0.2
MLLE-PAM2 inh	-9	36*	-111	13
CSN inh	-1	-3	1	0
DNMT1 inh	1	-8	-1	1
Scp1 inh	-12	-1	-2	-4
SUMO1 PPI mod	-21	3	2	-8
Rpn11 inh	i	i	i	i
TbMetRS inhib	-0.2	-0.8	-1.0	-0.6
STEP block	-2	-2	10	0

Other entries:
9. Cc1ccc(S(=O)(=O)N(C)C)cc1NC(=O)CSc1nnc(C2CC2)n1C1CC1
10. O=c1cc(-c2ccccc2)n(S(=O)(=O)c2ccccc2)o1
11. CCNc1ccc(S(=O)(=O)C(F)(F)F)cc1NC(=O)C12CCC(CC1)C2
12. CC(C)COc1ccc(C(=S)N2CCCC2)cc1
13. O=C(CCCOc1ccc(Cl)cc1Cl)NCC1CCCO1 (stereo not drawn)
14. CNC(=O)CSc1nnc(-c2ccco2)n1-c1cccc(C)c1C
15. Cc1ccccc1OC(C)c1nc(-c2ccccc2)no1 (stereo not drawn)
16. CSc1nc(-c2ccccc2)c(-c2ccccc2)[nH]1

assay / entry	9	10	11	12	13	14	15	16
NadD inh	10	4	-3	11	-1	1	5	-1
LMPTP block	-1.2	-0.1	-1.0	1.5	-1.9	0.6	-1.5	0.9
MLLE-PAM2 inh	-7	0	-6	16	-8	10	2	-3
CSN inh	1	1	0	7	-4	2	4	-2
DNMT1 inh	1	0	0	0	0	2	-2	2
Scp1 inh	2	-2	-3	-4	3	11	-14	-12
SUMO1 PPI mod	0	-9	2	-2	-1	-1	2	0
Rpn11 inh	i	i	i	i	i	i	i	i
TbMetRS inhib	-0.1	-1.3	0.3	-0.8	3.0	-0.3	-0.9	0.1
STEP block	0	-4	-3	2	-4	-1	-2	-3

17. CC1CCc2c(sc3ncn(N)c(=N)c23)C1 (stereo not drawn)
18. O=C1NC2(CCCCCC2)C(=O)N1Cc1ccccc1Br
19. Cc1ccc2cccc(Oc3cnccn3)c2n1
20. O=C(Nc1cc(Sc2ccccn2)cc([N+](=O)[O-])c1)c1cccc(F)c1
21. Cc1ccc2cc(CN(Cc3nnnn3C3CCCC3)C3CCCCC3)c(=O)[nH]c2c1C
22. Fc1ccc(C2=Nn3c(Cc4ccccc4)nnc3SC2)cc1
23. COc1ccc(C(C)=O)cc1COC(=O)c1ccc(N)c([N+](=O)[O-])c1
24. COC(=O)CC1C(=O)NC2CCCCC2N1C(=O)c1ccccc1 (stereo not drawn)

assay / entry	17	18	19	20	21	22	23	24
NadD inh	0	-3	8	-3	0	2	-9	0
LMPTP block	4.5	-0.3	-0.8	3.2	-1.0	-0.7	2.8	-0.5
MLLE-PAM2 inh	16	-7	5	-8	-10	-4	-7	-3
CSN inh	-1	-1	-3	0	6	-2	-1	5
DNMT1 inh	1	1	-2	-17	-1	-5	-9	-2
Scp1 inh	-7	-6	-2	0	1	-3	-11	-2
SUMO1 PPI mod	1	1	0	-15	-4	4	-9	-1
Rpn11 inh	i	i	i	i	i	i	i	i
TbMetRS inhib	0.2	-0.3	-0.2	0.4	0.0	0.1	0.4	-0.3
STEP block	2	-3	3	0	-1	3	4	-4

25. Cc1ccsc1/C=N/NC(=O)c1ccco1
26. CC(C)NC(=O)COc1ccc(S(=O)(=O)N2CCOCC2)cc1
27. COc1cccc(-c2csc(N3CCN(CC(=O)NNC(=O)c4ccc(Cl)cc4)CC3)n2)c1
28. CN(C)C(=O)c1ccc(Oc2ccc(C(=O)N(C)C)cc2)cc1
29. O=C(CN1C(=O)COc2ccccc21)Nc1ccc(N2CCOCC2)cc1
30. COc1ccc(-n2c(Cc3cccn3C)nnc2SCC(=O)Nc2ccc(C)c(Cl)c2)cc1
31. COc1ccc(-c2[nH]c(-c3ccc(C)cc3)nc2SCC(=O)Nc2nccs2)cc1
32. COc1cc(OC)cc(C(=O)N[C@H](C(=O)Nc2cccc(S(=O)(=O)N3CCCC3)c2)C(C)C)c1

assay / entry	25	26	27	28	29	30	31	32
NadD inh	4	-2	-1	3	-4	9	5	-2
LMPTP block	-3.3	-0.3	0.2	-1.1	-1.6	-0.4	0.3	0.9
MLLE-PAM2 inh	10	4	0	2	3	-5	12	5
CSN inh	-10	-6	4	3	0	5	-7	2
DNMT1 inh	2	2	-15	6	-2	-4	-14	0
Scp1 inh	-8	-5	-5	-2	1	10	-1	-5
SUMO1 PPI mod	-9	-1	-4	-3	0	5	5	4
Rpn11 inh	i	i	i	i	i	i	+	i
TbMetRS inhib	-0.2	-0.4	-0.6	-0.8	-0.8	-0.3	-0.5	-0.3
STEP block	-2	-4	1	1	1	-1	1	0

33. Nc1cccc(-c2nc3ccc(N)cc3s2)c1
34. CCOC(=O)C1CCCN(C(=O)c2cc(Nc3ccc(OC)cc3OC)nc3ccccc23)C1 (stereo not drawn)
35. COCCCNCC(=O)Nc1sc(C)c(C)c1C(=O)OC
36. CCN(CC)CCCNc1ccc(-c2nnc(-c3ccc(OCC(C)C)cc3)o2)cn1
37. Cc1ccc(SCCCCN2CCNCC2)cc1
38. Cc1cc(SCNC(=O)c2ccccc2)ncn1
39. CC(C)c1ccc(-c2noc(C3CCCN(C(=O)c4ccc(F)cc4F)C3)n2)cc1 (stereo not drawn)
40. CCCN(C(=O)CN1C(=O)NC2(CCCCCC2)C1=O)C1CCS(=O)(=O)C1 (stereo not drawn)

assay / entry	33	34	35	36	37	38	39	40
NadD inh	-3	3	7	-9	-5	5	-5	7
LMPTP block	1.3	-0.1	-1.4	-1.2	-4.8	-1.0	3.1	-0.6
MLLE-PAM2 inh	-5	1	-8	11	4	34	2	-19
CSN inh	2	3	4	-4	6	-1	2	2
DNMT1 inh	-13	-12	0	5	3	1	5	2
Scp1 inh	-4	-7	-2	-7	-9	-8	-10	2
SUMO1 PPI mod	3	-2	0	-41	0	1	-3	1
Rpn11 inh	i	i	i	i	i	i	i	i
TbMetRS inhib	-0.7	-0.7	-0.4	-1.1	-0.2	0.3	0.5	0.0
STEP block	4	0	1	6	3	0	12	0

41. CCN=C1Sc2nc3ccc(OCC)cc3cc2CN1CCOC
42. CCOC(=O)c1ccc2c(c1)sc(=NC(=O)c1ccco1)n2CCOC
43. CC(NC(=O)CSc1n[nH]c(N)n1)c1ccccc1 (stereo not drawn)
44. CCN1C(=O)c2cccc3c(NC(=O)c4ccccc4)ccc1c23
45. Oc1[nH]c2ccccc2c1C=NCC1CCCO1 (stereo not drawn)
46. Cc1ccc(NC(=O)CC2SC(=O)NC2=O)cc1 (stereo not drawn)
47. Cc1ccccc1OC(C)C(=O)N1CCN(c2ccccn2)CC1 (stereo not drawn)

assay / entry	41	42	43	44	45	46	47
NadD inh	-1	0	3	0	3	4	5
LMPTP block	-1.8	-0.5	-0.8	0.3	-1.4	-2.8	-0.4
MLLE-PAM2 inh	-82	-19	5	6	1	37	8
CSN inh	-5	-1	-4	-3	-3	-4	-2
DNMT1 inh	3	0	0	0	-3	1	0
Scp1 inh	5	-10	-1	-3	-11	-8	-6
SUMO1 PPI mod	-5	-2	1	-17	-6	2	1
Rpn11 inh	i	i	i	i	i	i	i
TbMetRS inhib	-1.4	-0.3	-0.4	0.6	-0.5	0.5	-0.7
STEP block	6	-1	0	-4	-2	0	2
